TDP1 cell CPT: growth inhibition of DT40 Tdp1-/-;hTDP1 cells with camptothecin (screen for TDP1 inhibitors); chicken DT40 Tdp1-/-;hTDP1 cells + 20 nM CPT, ATP luminescence, 48 h; Potency, µM (series often up to 46.2 µM), for inactives: at the top dose activity change, negative = growth inhibition, hits mostly inhibitors; actives 12% (n = 420,000); AID 686979; further: nearly all actives have a fitted effect of over 55% in size
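Cell growth measured by CellTiter-Glo luminescence after a minimum 48 h, 37 C compound exposure with 20 nM CPT in Tdp1-knockout DT40 cells stably expressing hTDP1, seeded 400/well; qHTS titration format.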
KAT2A inh: inhibitors of human GCN5L2 histone acetyltransferase; Potency, µM (doses to about 58.9 µM), without a hit: top-dose activity change, negative = inhibition, actives largely listed as inhibitors; actives 0.21% (n = 390,000); GCN5L2 HAT assay, ThioGlo1 CoA-SH fluorescence; Q92830
Target sequence (Q92830 whole entry, looked up): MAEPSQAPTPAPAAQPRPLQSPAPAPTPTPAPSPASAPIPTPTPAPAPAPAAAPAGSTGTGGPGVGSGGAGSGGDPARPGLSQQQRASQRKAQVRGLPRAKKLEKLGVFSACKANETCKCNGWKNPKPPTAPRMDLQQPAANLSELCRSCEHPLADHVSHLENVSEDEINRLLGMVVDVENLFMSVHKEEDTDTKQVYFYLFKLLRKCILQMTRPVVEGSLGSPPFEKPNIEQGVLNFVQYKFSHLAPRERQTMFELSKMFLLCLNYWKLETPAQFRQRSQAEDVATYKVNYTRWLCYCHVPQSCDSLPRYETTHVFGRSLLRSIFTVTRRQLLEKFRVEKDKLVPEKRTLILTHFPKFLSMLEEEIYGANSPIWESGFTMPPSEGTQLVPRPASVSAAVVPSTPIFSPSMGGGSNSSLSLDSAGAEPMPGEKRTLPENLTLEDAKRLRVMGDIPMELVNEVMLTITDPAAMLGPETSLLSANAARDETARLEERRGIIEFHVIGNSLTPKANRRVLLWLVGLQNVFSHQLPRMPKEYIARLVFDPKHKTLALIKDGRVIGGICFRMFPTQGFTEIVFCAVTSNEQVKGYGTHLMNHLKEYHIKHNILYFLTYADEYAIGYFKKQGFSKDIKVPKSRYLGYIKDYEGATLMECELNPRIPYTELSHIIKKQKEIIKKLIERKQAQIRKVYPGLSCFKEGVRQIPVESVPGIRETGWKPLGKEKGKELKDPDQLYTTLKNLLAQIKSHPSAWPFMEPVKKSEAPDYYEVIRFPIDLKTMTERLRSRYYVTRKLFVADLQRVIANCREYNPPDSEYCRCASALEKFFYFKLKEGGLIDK
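Titration-based screen in which CoA formation is detected via maleimide probe ThioGlo1 (50uM) turning fluorescent on thiol reaction; substrates H3(1-25) 75uM and acetyl-CoA 70uM, GCN5L2 20nM, 20 min incubation at room temperature.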
FEN1 inh: blocks human flap endonuclease 1; Potency, µM (doses to about 114 µM), without a hit: at the top dose activity change, negative = inhibition, hits mostly inhibitors; actives 0.35% (n = 390,000); AID 588795; P39748; Recombinant FEN1 flap cleavage, fluorescence, 15 min; further: nearly all actives have a fitted effect of over 65% in size
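Recombinant FEN1 (10 nM) was preincubated with pin-transferred compounds for 15 min at room temperature, then flap DNA substrate (50 nM final) was added. Plates were read at 0 and 15 min, and normalized concentration–response data were fitted to a four-parameter Hill equation.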
The depositor's hits bear a star; ? = inconclusive; / = not tested or not shown; & = joins results of further samples. The call rests on the fitted dose curve; in most records, active means well fitted curve in the direction sought with a large enough effect; inconclusive means small, poorly fitted or top-dose-only effect, or another doubt; inactive means no such curve, though single readings can be large; an effect the other way counts as inactive or inconclusive. On the % scale 0 is the no-effect control and ±100 the full control effect; potency means the concentration at half of the fitted maximal effect.

1) CCN1CCN(c2nc(N(C)c3ccccc3)nc(N)c2[N+](=O)[O-])CC1
2) CNC(=O)COC(=O)c1ccccc1Oc1ccccc1
3) CC1(C)S[C@@H]2C(C(=O)OCc3ccccc3)NC(=O)N2C1C(=O)OCc1ccccc1 (some centres not stated)
4) Cc1noc(C)c1COC(=O)COc1ccc2c(C)cc(=O)oc2c1
5) CCCOc1ccccc1C1NC(=O)NC(C)=C1C(=O)OCCOC(C)C (configuration not stated)
6) O=C(Cn1cnc2ccccc2c1=O)NCCC(=O)Nc1ccc2c(c1)OCCO2
screen / no. | 1 | 2 | 3 | 4 | 5 | 6
TDP1 cell CPT | 8.7% | -23.9% | -15.6%&-22.1% | 2.2% | ? | -18.1%
KAT2A inh | -20.8% | -7.6% | / | -1.9% | -0.4% | -12.8%
FEN1 inh | -0.4% | 0.5% | 9.9%&-2.1% | 4.6% | 1.5% | 1.5%

7) O=C(Nc1ccc(N2CCCCC2)cc1)c1cncc(Br)c1
8) S=c1cn[nH]c2ccccc12
9) CSC1=NCCN1S(=O)(=O)c1ccc2ccccc2c1
10) COc1ccccc1N1CCN(CC(=O)c2ccc3ccn(C(C)=O)c3c2)CC1
11) CCOc1ccccc1NC(=O)COc1coc(CN2CCCc3ccccc32)cc1=O
12) CCOC(=O)c1c(-c2ccc(C)o2)csc1NC(=S)NC(=O)c1cccs1
screen / no. | 7 | 8 | 9 | 10 | 11 | 12
TDP1 cell CPT | ? | -10.5% | -25.9% | 2.91µM* | ? | ?
KAT2A inh | -1.0% | / | -10.9% | -6.9% | -12.1% | -15.6%
FEN1 inh | -1.2% | 5.3% | -7.9% | -4.1% | -12.0% | -11.3%

13) COC(=O)c1sccc1NC(=O)c1ccc(Br)o1
14) OCCNCc1ccc(OCc2ccc(Cl)cc2Cl)cc1
15) COCCn1c(CN2CCN(C)CC2)nc2c1c(=O)n(C)c(=O)n2C
16) CNC(=S)N1N=C(c2ccc(Br)cc2)CC1c1ccc(OC)cc1 (configuration not stated)
17) CC(C)(C)NC(=O)NCC1CCCC1NC(=O)NC(C)(C)C (configuration not stated)
18) Cc1nc2ccccc2n1CC(=O)NC1CCCCCC1
screen / no. | 13 | 14 | 15 | 16 | 17 | 18
TDP1 cell CPT | -24.6% | 18.4µM* | 3.6% | ? | 4.7% | 11.6µM*
KAT2A inh | 0.4% | 9.9% | -3.6% | -5.0% | -20.1% | -0.9%
FEN1 inh | 3.6% | 2.6% | -12.4% | -15.9% | 0.9% | -7.4%

19) Cc1ccc(NC(=O)Cn2cnc3c(oc4ccccc43)c2=O)cc1Cl
20) Cc1cccc(NC(=O)CSc2nncn2-c2ccccn2)c1
21) N#Cc1cc(-c2ccccc2)cnc1Cl
22) COC(=O)c1cc(-c2cccc([N+](=O)[O-])c2)c2c(=O)n(C)c(=O)n(C)c2n1
23) COc1cc(C2C(C#N)=C(N)OC3=C2C(=O)CCC3)cc2c1OCO2 (configuration not stated)
24) CCCCN(C(=O)c1ccc(COc2ccccc2)o1)c1c(N)n(CC(C)C)c(=O)[nH]c1=O
screen / no. | 19 | 20 | 21 | 22 | 23 | 24
TDP1 cell CPT | 0.9% | 0.1% | -12.8% | -17.0% | 0.7% | -11.4%
KAT2A inh | -13.9% | 2.0% | -3.4% | -0.5% | 0.1% | 1.6%
FEN1 inh | -9.3% | -0.5% | 2.9% | -3.8% | 2.3% | -12.9%

25) N=c1n(Cc2ccccc2)c2ccccc2n1CC(O)c1ccccc1 (configuration not stated)
26) CC1CCCCC1NC(=O)CSc1ccsc1[N+](=O)[O-] (configuration not stated)
27) CC(C)CCNC(=O)c1ccc(OC2CCN(S(=O)(=O)N(C)C)CC2)cc1
28) COc1ccc2sc(-c3ccc(SC)cc3)c(C#CC(C)(C)O)c2c1
29) COc1ccc(CN(C)C2CCCCC2)cc1
30) CC(C)C(=O)Nc1nnc(SCC(=O)N2C(C)CCCC2C)s1 (configuration not stated)
screen / no. | 25 | 26 | 27 | 28 | 29 | 30
TDP1 cell CPT | 10.3µM* | -22.0% | ? | ? | ? | 4.9%
KAT2A inh | 2.1% | 2.2% | 9.4% | -3.0% | -5.4% | -4.7%
FEN1 inh | -13.4% | 5.6% | -4.0% | ? | -15.3% | -3.6%

31) O=C(COc1nsnc1N1CCOCC1)Nc1ccc(Cl)cc1
32) Cc1cc(OCCn2ccnc2)ccc1C(C)C
33) Cc1c(C(=O)N2CCOCC2)oc2ccccc12
34) O=C(C1CCN(c2nnc(-n3cccc3)s2)CC1)N1CCc2ccccc2C1
35) Cc1ccc2nc(NCc3ccccc3)c3nncn3c2c1
36) Cc1c(N=C2SC(CC(=O)Nc3ccccc3)C(=O)N2CCN2CCOCC2)c(=O)n(-c2ccccc2)n1C (configuration not stated)
screen / no. | 31 | 32 | 33 | 34 | 35 | 36
TDP1 cell CPT | ? | -21.7% | -13.8% | ? | 8.3% | 6.8%
KAT2A inh | -14.1% | 2.6% | 1.0% | -4.5% | 1.2% | -2.3%
FEN1 inh | -7.0% | 7.4% | -2.6% | -15.5% | -5.9% | 0.4%

37) CC(=O)Nc1ccc(NC(=O)CN(c2cccc([N+](=O)[O-])c2)S(C)(=O)=O)cc1
38) CC1CCCC(NC(=O)COC(=O)c2cc(S(=O)(=O)N3CCCCC3)ccc2N2CCOCC2)C1C (configuration not stated)
39) CCC(=O)N1CCc2cc(-c3csc(NC(=O)c4ccco4)n3)ccc21
40) COCc1nnc(NC(=O)c2ccc(OC)cc2OC)s1
41) Cc1nc2c(C(=O)O)cnn2c(C)c1Cc1ccccc1F
42) O=C(Nc1ccccc1-c1ccccc1)c1ccc(NC(=O)c2ccco2)cc1
screen / no. | 37 | 38 | 39 | 40 | 41 | 42
TDP1 cell CPT | ? | -26.3% | ? | 1.5% | -18.3% | -7.7%
KAT2A inh | -1.2% | -0.1% | -3.1% | -4.6% | ? | 0.6%
FEN1 inh | -3.2% | 0.0% | -12.7% | 11.5% | -9.1% | -14.0%

Looked up above.
cpd 3 in FEN1 inh → 9.9%&-2.1%
cpd 23 in TDP1 cell CPT → 0.7%
cpd 14 in KAT2A inh → 9.9%
cpd 12 in FEN1 inh → -11.3%

2 of the compounds above, field by field:
(40) COCc1nnc(NC(=O)c2ccc(OC)cc2OC)s1
  TDP1 cell CPT = 1.5% | KAT2A inh = -4.6% | FEN1 inh = 11.5%
(41) Cc1nc2c(C(=O)O)cnn2c(C)c1Cc1ccccc1F
  TDP1 cell CPT = -18.3% | KAT2A inh = ? | FEN1 inh = -9.1%

(further entries)
43) O=S(=O)(NCCCc1ccccc1)c1ccc(F)c(F)c1
44) Nc1c(Cl)ncnc1NCc1cccnc1
45) COc1ccc(NC(=O)C2CCN(S(=O)(=O)c3cccc4nonc34)CC2)cc1OC
46) N#Cc1c(N2CCN(c3ccc([N+](=O)[O-])cc3)CC2)[n+](=O)c2ccc(Cl)cc2n1[O-]
47) N#Cc1ccc(OCC(O)CS(=O)(=O)c2ccc(F)cc2)cc1 (configuration not stated)
48) CC1CCN(C(=O)CCCC(=O)N2CCC(C)CC2)CC1
screen / no. | 43 | 44 | 45 | 46 | 47 | 48
TDP1 cell CPT | ? | -11.7% | -6.5% | 0.461µM* | 3.2% | -13.1%
KAT2A inh | -6.6% | -3.0% | -6.8% | / | -1.0% | -5.6%
FEN1 inh | -16.9% | 12.4% | -13.6% | -1.9% | -6.8% | -6.0%

49) COc1cccc(C2C(C(=O)c3cccs3)=C(O)C(=O)N2CCN2CCOCC2)c1 (configuration not stated)
50) COc1ccc(S(=O)(=O)NCC2CCCN(C(=O)CCC(F)(F)F)C2)cc1 (configuration not stated)
51) Cc1occc1C(=O)NNC(=O)Cc1ccccc1
52) COc1ccc(C)c(S(=O)(=O)Nc2ccc(OCC(=O)O)cc2)c1
53) CCOC(=O)CC(=O)CSc1nc2c(sc(=S)n2-c2ccc(OCC)cc2)c(=O)[nH]1
54) O=C(CSc1ccc(-c2nc3ccccc3[nH]2)cn1)Nc1ccc(S(=O)(=O)N2CCCC2)cc1
screen / no. | 49 | 50 | 51 | 52 | 53 | 54
TDP1 cell CPT | 15.4% | -2.6% | -5.8% | -0.1% | -10.8% | ?
KAT2A inh | 3.1% | -6.8% | -6.1% | -6.6% | -16.4% | -6.9%
FEN1 inh | 6.4% | 16.1% | -16.5% | -9.9% | 3.6% | 3.8%

55) COC(=O)C1=C(C(=O)OC)[C@@H]2Nc3ccccc3[C@@]23C[C@@H](C(=O)OC)N(C(=O)COCc2ccccc2)C3=N1
56) Cn1c(=O)[nH]c(=O)c2c1nc(CN1CCN(c3ccccc3F)CC1)n2CCc1ccccc1
57) COc1ccc(NC(=O)c2cccc(NC3=NC4CS(=O)(=O)CC4S3)c2)cc1Cl (configuration not stated)
58) CC(Sc1nc(=O)cc(N)n1CCc1ccccc1)C(=O)Nc1ccc(Cl)cc1 (configuration not stated)
59) CCN(CC)S(=O)(=O)c1cc(NS(=O)(=O)c2cccc(Cl)c2)ccc1C
60) CCNc1nc(CC)nc2c1oc1ccccc12
screen / no. | 55 | 56 | 57 | 58 | 59 | 60
TDP1 cell CPT | -7.1% | ? | -15.9% | ? | -26.2% | -14.0%
KAT2A inh | / | -1.6% | 21.9% | -5.9% | -5.1% | -0.9%
FEN1 inh | 13.3% | -0.3% | 12.0% | -6.0% | -2.8% | -4.8%

4 records drawn at random from those above, as already listed:
60) CCNc1nc(CC)nc2c1oc1ccccc12
58) CC(Sc1nc(=O)cc(N)n1CCc1ccccc1)C(=O)Nc1ccc(Cl)cc1 (configuration not stated)
59) CCN(CC)S(=O)(=O)c1cc(NS(=O)(=O)c2cccc(Cl)c2)ccc1C
55) COC(=O)C1=C(C(=O)OC)[C@@H]2Nc3ccccc3[C@@]23C[C@@H](C(=O)OC)N(C(=O)COCc2ccccc2)C3=N1
screen / no. | 60 | 58 | 59 | 55
TDP1 cell CPT | -14.0% | ? | -26.2% | -7.1%
KAT2A inh | -0.9% | -5.9% | -5.1% | /
FEN1 inh | -4.8% | -6.0% | -2.8% | 13.3%

Carrying on:
61) C(#Cc1ccccc1)C[N+]1(CC#Cc2ccccc2)CCCCC1
62) Cc1cc(C)cc(NC(=O)CSc2nnc(-c3cc(C)[nH]n3)n2N)c1
63) CCOc1ccccc1NC(=O)CSc1nnc(CNC(=O)COc2ccc(Cl)cc2)o1
64) CC/C(=N\NC(=O)CCC(=O)NCc1ccccc1)c1ccc(O)cc1
65) O=C(c1ccco1)N1CCN(C(=O)c2cccc3c2C(=O)N(Cc2cccnc2)C3)CC1
66) Cc1cccc(-c2nc(CNC(=O)c3ccco3)cs2)c1
screen / no. | 61 | 62 | 63 | 64 | 65 | 66
TDP1 cell CPT | 1.84µM* | -11.7% | -16.5% | 2.91µM* | -1.4% | ?
KAT2A inh | -2.9% | -1.6% | 0.9% | 6.9% | -6.9% | ?
FEN1 inh | 6.5% | -11.3% | -0.8% | -2.6% | -7.4% | 10.7%

67) CC(C)Cc1ccc(S(=O)(=O)N2CCCC2)cc1
68) CCS(=O)(=O)NCCNc1ccc([N+](=O)[O-])cc1
69) Cc1ccc(C(=O)Nc2ccc(Nc3ccccc3)cc2)cc1Br
70) C[C@H]1CN=C(Nc2ccccc2)N1CC1CCCCC1
71) COc1ccc(-c2oc3c(OC)c(OC)c(OC)c(O)c3c(=O)c2OC)cc1OC
72) CCN(C(=O)c1cnc(OC)cc1C(F)(F)F)c1ccc(Cl)cc1
screen / no. | 67 | 68 | 69 | 70 | 71 | 72
TDP1 cell CPT | ? | -9.2% | 6.51µM* | ? | ? | -9.2%
KAT2A inh | -2.5% | -1.5% | / | 0.2% | 1.3% | 1.5%
FEN1 inh | -11.2% | 13.4% | -12.6% | -13.1% | 8.4% | -4.4%

73) C#CCOCCOCCOCCNc1nc(N2CCOCC2)nc(N2CCN(C(=O)[C@H](CCC(=O)O)n3cc([C@@H](N)CCCCN)nn3)CC2)n1
74) O=C(CCC(=O)OCC(=O)c1ccc(Cl)cc1)Nc1ccc(Oc2ccccc2)cc1
75) CCOc1cc2[nH]c(=S)n(Cc3ccc(C(=O)NCCOC)cc3)c(=O)c2cc1OCC
76) Cc1ccc2nc(-c3ccccc3)c(NC(=O)c3ccco3)n2c1
screen / no. | 73 | 74 | 75 | 76
TDP1 cell CPT | 2.5% | -3.4% | -28.1% | -8.2%
KAT2A inh | -1.3% | 20.9% | -8.4% | 13.0%
FEN1 inh | -16.5% | 15.4% | 5.4% | 9.5%

Some of the compounds tested. The share of hits here may be higher or lower than overall.
